D1 agonist – agonists of human D1 dopamine receptor | P21728 | HEK293 T-REx D1 cells, calcium flux, agonist mode | activation, % at 2 µM | 360,000 compounds, 1% hits | AID 504660; in the data active = activation above about 30%; also: 0% is about no effect
Target sequence (P21728 whole entry, looked up): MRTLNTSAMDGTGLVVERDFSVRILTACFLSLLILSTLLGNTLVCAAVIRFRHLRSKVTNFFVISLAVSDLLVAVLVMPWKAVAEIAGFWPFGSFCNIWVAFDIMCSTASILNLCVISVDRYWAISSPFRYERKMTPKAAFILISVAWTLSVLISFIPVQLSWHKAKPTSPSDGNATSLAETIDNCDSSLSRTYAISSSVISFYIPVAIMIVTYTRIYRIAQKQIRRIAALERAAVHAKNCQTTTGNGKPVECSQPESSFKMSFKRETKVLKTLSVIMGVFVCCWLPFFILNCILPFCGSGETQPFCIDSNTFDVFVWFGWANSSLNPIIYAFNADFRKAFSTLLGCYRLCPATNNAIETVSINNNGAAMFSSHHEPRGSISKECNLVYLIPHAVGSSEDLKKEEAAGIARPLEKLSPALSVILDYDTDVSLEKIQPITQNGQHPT
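Inducible HEK293 T-REx D1 cells, force-coupled to calcium signalling, were plated at 4000 cells/well with tetracycline and held overnight at 30 C. After no-wash calcium dye loading, compound-evoked calcium rise over 180 s flagged agonists.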
RXFP1 ag – RXFP1 (human) receptor agonism | Q9HBX9 | HEK293T-RXFP1 cAMP TR-FRET, 30 min; response scale: percent of porcine relaxin response, buffer zero | Potency, µM (highest dose often 57.5 µM), for the others: top-dose activation, hits mostly activators | 370,000 compounds, 0.3% hits | AID 2676; also: potency is read from the fitted curve at half-maximal effect; % is scaled to controls: 0 for no effect and ±100 for the full control effect; nearly all actives have a fitted effect of over 60% in size; many of its hits are not listed in these tables
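cAMP rise read by TR-FRET after 30 min, 37C compound exposure (up to 58 uM) in RXFP1-transfected HEK293 cells with Ro 20174 present. EC50 from Hill-equation fits, with 29 nM porcine relaxin as 100% and buffer as basal.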
D2 PAM – positive allosteric modulators of human D2 dopamine receptor. P14416. HEK293 T-REx D2, calcium flux, EC20 dopamine potentiation. potentiation, % at 10 µM. 340,000 compounds, 0.34% hits;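 active = potentiation over 3 SD above the plate norm, cut at about 30% in these data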; also: 0% is about no effect
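Potentiation of an EC20 dopamine calcium response measured kinetically over 180 s, after a preceding 180 s compound-only read flagging agonists. Cells: inducible Hek293 Trex D2 line, 4000/well, cultured overnight at 30 C before dye loading.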
Vif-A3F inh – Vif-A3F binding inhibition; HeLa A3F-eYFP + Vif (tagged APOBEC3F with the HIV-1 protein that degrades it), YFP fluorescence increase; Potency, µM (titrated, usually from 46.1 µM), inactives show top-dose activity, negative = active; 390,000 compounds, 0.2% hits; also: potency is read from the fitted curve at half-maximal effect; % of control where 0% means no effect; nearly all actives have a fitted effect of over 65% in size
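HeLa cells stably expressing Vif plus C-terminally eYFP-tagged A3F were seeded, incubated overnight at 37 deg C, dosed with compound, incubated overnight again at 37 deg C. Yellow fluorescence (Ex 488/Em 500-530) reported blocked Vif-mediated A3F-eYFP degradation.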
LDHA inh – blocks human lactate dehydrogenase A. AID 1347041. activity change, % (values are at about 110 or 230 µM). P00338. 480,000 compounds, 0.15% hits. purified LDHA, NADH/diaphorase-resazurin fluorescence; hits give low values; in the data active = activity change below about -30%; inconclusive = mostly about -25% to -30%;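 also: plate controls were DMSO wells for no effect and wells without enzyme for full effect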
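Human LDH5 at 2 nM final in Tris HCl pH 7.4 with 0.06 mM NADH and 0.2 mM pyruvate, reacted 5 minutes at room temperature. Remaining NADH coupled via diaphorase/resazurin; resorufin fluorescence read at 0 and 20 minutes, normalized to enzyme-free and DMSO wells.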
D1 potentiator – potentiators of human D1 dopamine receptor | P21728 | HEK293 TREx D1 cells, calcium flux, dopamine EC20 potentiation | potentiation, % at 10 µM | 360,000 compounds, 0.036% hits; in the data active = potentiation above about 30%; also: 0% is about no effect
Vif-A3G inh – blocks the Vif interaction with human APOBEC3G | 410,000 compounds, 0.076% hits | HeLa A3G-eYFP + Vif (tagged APOBEC3G with the HIV-1 protein that degrades it), YFP fluorescence, overnight | Potency, µM (series often up to 46.1 µM), for inactives: at the highest dose activity, negative = active, hits mostly inhibitors;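 also: potency is read from the fitted curve at half-maximal effect; % is scaled to controls: 0 for no effect and ±100 for the full control effect; nearly all actives have a fitted effect of over 60% in size; hits raise eYFP signal because A3G escapes Vif-driven loss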
Target sequence (Q9HC16 whole entry, looked up): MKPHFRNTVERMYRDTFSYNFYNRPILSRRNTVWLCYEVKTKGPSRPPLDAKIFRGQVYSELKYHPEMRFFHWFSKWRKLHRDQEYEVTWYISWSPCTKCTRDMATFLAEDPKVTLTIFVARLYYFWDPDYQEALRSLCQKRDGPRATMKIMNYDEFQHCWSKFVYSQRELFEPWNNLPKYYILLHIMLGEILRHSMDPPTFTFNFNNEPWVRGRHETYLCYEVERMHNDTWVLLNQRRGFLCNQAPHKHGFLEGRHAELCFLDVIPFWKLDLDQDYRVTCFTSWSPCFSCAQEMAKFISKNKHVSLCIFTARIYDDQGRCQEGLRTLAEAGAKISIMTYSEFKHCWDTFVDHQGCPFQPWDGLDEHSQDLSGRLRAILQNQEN
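Read-out is eYFP fluorescence (Ex 488/Em 500-530) from Vif-expressing HeLa A3G-eYFP cells; more signal means A3G escaped Vif-mediated degradation. Cells plated overnight, compound pinned in, incubated overnight at 37 deg C.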
Glioma ERSR ind – ER stress response induction in glioma; U87-MG GRP78 promoter luciferase reporter, 16 h; Potency, µM, for the others: at the highest dose activation, most hits filed as activators; 420,000 compounds, 0.02% hits; AID 602332; also: potency is read from the fitted curve at half-maximal effect; series mostly up to about 76 µM; % of control where 0% means no effect; nearly all actives have a fitted effect of over 35% in size
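ERSR induction read as luciferase luminescence (Bright-Glo, 10 min at room temperature) in stably transfected human U87-MG glioma cells exposed to compounds for 16 h, using GRP78 as sensor.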
D1 antag – human D1 dopamine receptor antagonism. HEK293 TREx D1 cells, calcium flux, dopamine EC80; hits give low values. P21728. 360,000 compounds, 3.2% hits. activity change, negative = inhibition, % at 10 µM; in the data active = activity change below about -30%; also: % is scaled to controls: 0 for no effect and ±100 for the full control effect
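HEK293 T-REx cells expressing inducible, force-coupled D1 receptor; no-wash Ca dye, 30–90 min RT. Cmpd → 180 s read at 1 Hz → EC80 DA → 180 s read.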
An asterisk follows results filed as active; u = inconclusive; x = no result given; & = joins results of further samples. Unless noted, calls follow the shape of the dose curve; as a rule, active = well fitted curve in the direction sought with a large enough effect; inconclusive = small, poorly fitted or top-dose-only effect, or another doubt; inactive = no such curve, though single readings can be large; an effect the other way counts as inactive or inconclusive.

Preview, three compounds:
SMILES	D1 agonist	RXFP1 ag	D2 PAM	Vif-A3F inh	LDHA inh	D1 potentiator	Vif-A3G inh	Glioma ERSR ind	D1 antag
CC(=O)c1ccc(NC(=O)CCNC(=O)c2ccc(Cl)cc2)cc1	1	0.2%	-4	0%	-6	-9	0%	0%	6
CCc1ccccc1NC(=S)N(Cc1ccc(C(=O)O)cc1)Cc1ccc(OC)c(OC)c1	3	0.6%	-3	-4%	-14	4	-2%	-1%	6
CCCCn1c(SCC(=O)N2CCc3ccccc32)nnc1-c1ccncc1	1	9.3%	7	7%	-5	-2	1%	2%	0

All compounds of this part, repeating the preview:
SMILES	D1 agonist	RXFP1 ag	D2 PAM	Vif-A3F inh	LDHA inh	D1 potentiator	Vif-A3G inh	Glioma ERSR ind	D1 antag
CC(=O)c1ccc(NC(=O)CCNC(=O)c2ccc(Cl)cc2)cc1	1	0.2%	-4	0%	-6	-9	0%	0%	6
CCc1ccccc1NC(=S)N(Cc1ccc(C(=O)O)cc1)Cc1ccc(OC)c(OC)c1	3	0.6%	-3	-4%	-14	4	-2%	-1%	6
CCCCn1c(SCC(=O)N2CCc3ccccc32)nnc1-c1ccncc1	1	9.3%	7	7%	-5	-2	1%	2%	0
CCN(CC)S(=O)(=O)c1ccc(N2CCCCC2)c(NC(=O)/C=C/c2cc(OC)c(OC)c(OC)c2)c1	-2	3.3%	-11	-4%	-7	0	-2%	-1%	-29
O=C(Cn1cnc2ccccc21)N/N=C/c1ccc([N+](=O)[O-])cc1	4	-1.1%	-6	1%	-8	1	0%	-1%	-4
Cc1cc(Cl)c2ccc3ccccc3c2n1	2	-0.6%	6	-13%	-11	-1	1%	-8%	-2
CCS(=O)(=O)c1ccc(O)c(NC(=O)/C=C/c2ccccc2)c1	0	3.8%	-12	-23%	-5	-4	-6%	1%	-19
Cn1cc([N+](=O)[O-])cc1-c1nc2ccccc2n1C	3	2.1%	11	-1%	-17	-3	-6%	-1%	-34*
COCc1cc(C)nc2sc(C(=O)Nc3cccc(OC)c3)c(N)c12	2	16%	-4	-4%	-2	3	12%	5%	-10
COc1cccc(CC(NC(C)=O)C(=O)NC2CCN(c3c(Cc4ccccc4)c(C)nc4ncnn34)CC2)c1OC (configuration not stated)	1	7.0%	-3	-1%	-10	-7	-1%	-5%	1
Cc1cc([N+](=O)[O-])nn1CCCC(=O)Nc1cc(Oc2ccc(F)cc2)cc([N+](=O)[O-])c1	0	1.9%	x	6%	-10	-8	-1%	-1%	-9
O=c1c(-c2ccnn2-c2ccc(F)cc2)cnc2n1CCS2	-2	0.0%	6	6%	-2	14	4%	-4%	-4
CCN(CC)c1nc(-c2nn[nH]n2)nc(N(CC)CC)n1	1	2.5%	-4	-1%	-5	-1	-2%	-3%	-7
CCN(CC)S(=O)(=O)c1ccc(C(=O)NNc2nc(-c3ccccc3)c3cc(Br)ccc3n2)cc1	1	-0.8%	1	11%	-8	4	-1%	-5%	-5
COc1cc(C)ccc1OCCOCCOc1cccc2ccc(C)nc12	3	2.6%	3	11%	-18	-5	3%	-6%	-15
NS(=O)(=O)c1cccc(NC(=O)COC(=O)c2ccccc2SCC(=O)N2CCCC2)c1	x	x	x	7%	-3	x	1%	-1%	x
CNC(=S)N/N=C/c1ccc(N2CCOCC2)s1	1	0.2%	-4	1.1µM*	-7	1	-8%	-2%	2
COc1ccccc1NC(=O)CSc1nc2ccccc2c(=O)n1CC1CCCO1 (configuration not stated)	2	-0.8%	12	9%	-2	3	0%	-6%	-1
CC(=O)Nc1ccc(N2CCN(Cc3ccccc3F)CC2)cc1	3	0.4%	-5	0%	4	-7	2%	-4%	1
COc1cccc(Nc2ncnc3ccccc23)c1	-1	1.0%	-9	-5%	-7	-1	-4%	1%	x
CCOC(=O)Nc1ccc(N2CCOCC2)c(S(=O)(=O)Nc2ccc(Cl)cc2)c1	x	x	x	1%	-9	x	u	-5%	x
Cc1cc(N)ccc1NC(=O)c1ccccc1	4	0.5%	23	-3%	-3	-11	-2%	-3%	-3
CN(CC(=O)Nc1ccc(N2CCOCC2)cc1)CC(=O)Nc1ccc(C(F)(F)F)cc1	1	-0.6%	3	-5%	-7	3	-6%	3%	14
CCOc1ccc(C2=Nc3ccc(Br)cc3C(c3ccc(N4CCOCC4)cc3)=NN2)cc1	0	-1.1%	5	-1%	-1	5	-7%	5%	-2
Cc1cc(C)c(-c2csc(NC(=O)CCCc3nc4ccccc4c(=O)[nH]3)n2)c(C)c1	5	0.9%	5	0%	-2	-4	-4%	-4%	-17

Continued.
SMILES	D1 agonist	RXFP1 ag	D2 PAM	Vif-A3F inh	LDHA inh	D1 potentiator	Vif-A3G inh	Glioma ERSR ind	D1 antag
Cc1cccc(-n2ccnc2SCC(=O)O)c1C	2	-1.1%	-1	5%	-2	-9	0%	-5%	-29
O=C(CC(n1cncn1)C(Cl)(Cl)Cl)c1ccc([N+](=O)[O-])cc1 (configuration not stated)	3	-3.2%	1	-8%	5	-1	-10%	7%	-3
Cc1nc(NC(=O)C23CCC(C)(C(=O)O2)C3(C)C)sc1C (configuration not stated)	3	3.4%	-4	-8%	-5	-2	3%	-2%	11
CCN(CC)C(=O)Nc1c(C)n(C)n(-c2ccccc2)c1=O	-1	2.5%	-4	-11%	-1	-2	4%	0%	14
COc1ccc(NC(=O)CCCCCn2nnc3ccccc3c2=O)cc1	0	0.5%	-2	28%	-5	-4	2%	-1%	-21
CC1CCN(C2(O)C(=O)Nc3ccc(Cl)cc32)CC1 (configuration not stated)	1	-0.3%	3	7%	-4	2	4%	-4%	-7
O=C(NCCCCc1ccccc1)c1cccc(NC(=O)c2ccccc2)c1	x	x	x	12%	-3	x	0%	-1%	x
CC1(C)Cc2c(c(N3CCCC3)[nH]c(=S)c2C#N)CO1	3	5.3%	-11	x	x	-1	x	x	5
CCOc1cc(C2NC(=O)NC(O)(C(F)(F)F)C2C(=O)c2ccc(OC)cc2)ccc1O (configuration not stated)	3	3.7%	3	-6%	-1	-6	2%	-4%	10
C[C@@H]1CN([C@@H](C)CO)C(=O)CCCn2nncc2CO[C@@H]1CN(C)C(=O)c1ccccc1	x	x	x	-7%	-10	x	-7%	-3%	x
Cc1ccc(N2CC(C(=O)Nc3c4c(nn3C(C)(C)C)CS(=O)(=O)C4)CC2=O)cc1 (configuration not stated)	1	0.7%	11	0%	-4	1	5%	-2%	-8
CCc1nn(CC(=O)NC2CC2)c(=O)c2cc3ccccc3n12	2	11%	12	-4%	-1	-5	2%	-5%	5
O=C(O)c1ccc(CNCc2cccc(Oc3ccccc3)c2)cc1	1	0.9%	6	0%	-4	-7	0%	-3%	-5
O=S(=O)(c1cccc2cccnc12)n1cnc2ccccc21	0	-0.2%	-8	-1%	-12	-3	-2%	-5%	5
Cc1ccc(S(=O)(=O)NCC(=O)OCC(=O)N(C)C2CCCCC2)cc1	2	-0.8%	15	-8%	0	-3	1%	2%	17
Clc1ccc(-c2csc3ncnc(NCCN4CCOCC4)c23)cc1	5	-0.3%	19	x	0	7	5%	-7%	0
CCC(=O)N1CCc2cc(S(=O)(=O)NCCCN(CC)Cc3ccccc3)ccc21	1	-2.8%	-6	5%	-2	-4	4%	0%	14
CCOC(=O)c1sc2nc(SCC#N)n(CCCN3CCCC3=O)c(=O)c2c1C	-1	-0.7%	-9	-8%	-7	-1	4%	-2%	5
Cc1ccc(S(=O)(=O)N(C)c2ccc(OCC(=O)Nc3nc(-c4ccccc4)cs3)cc2)cc1	7	0.9%	x	5%	-3	-7	-2%	-1%	-37*
COc1ccc(C(=O)Nc2nc(C)c(C(=O)N(C)C)s2)cc1OC	-2	1.9%	4	-4%	-12&18	5	0%	5%	-1
Cc1cc(C)nc(SCNC(=O)c2ccc(F)cc2)n1	2	2.2%	-4	-9%	-4	3	0%	2%	3
CN1C(=O)CSc2ccc(NC(=O)N3CCN(c4ccccc4)CC3)cc21	5	1.2%	-20	6%	-6	-2	-1%	2%	3
O=C(Nc1ccccc1C(=O)N1CCCCCC1)c1ccc(Cl)cc1	1	0.1%	x	0%	0	-2	0%	9%	10
Cc1noc(C)c1CSCC(=O)OCc1nc2ccccc2c(=O)n1CC#N	3	0.6%	2	-2%	0	-3	1%	-3%	-3
COC(=O)CCCCCc1ccc(C(C)=O)s1	5	15%	2	6%	-3	1	0%	3%	-3

Going on with the list:
SMILES	D1 agonist	RXFP1 ag	D2 PAM	Vif-A3F inh	LDHA inh	D1 potentiator	Vif-A3G inh	Glioma ERSR ind	D1 antag
COc1ccc(N2C(=O)c3ccccc3NC2c2ccc(OC)c(CSc3ccccn3)c2)cc1 (configuration not stated)	2	18%	0	1%	-4	-2	-8%	3%	26
O=C(C#Cc1cccc([N+](=O)[O-])c1)c1ccccc1	0	0.8%	-7	x	x	-2	x	x	-21
COc1ccc(-c2cnc(C)o2)cc1S(=O)(=O)Nc1ccc(OC(F)(F)F)cc1	1	3.4%	2	-3%	-5&2	-1	1%	-2%	7
COC(=O)c1nn(-c2ccccc2)c(=O)cc1Oc1ccccc1	0	-2.9%	-1	-2%	-7	-1	-2%	-3%	-5
Cc1ccccc1NC(=O)Cn1c(CCC(=O)O)ccc1-c1cccs1	4	-2.1%	-11	-1%	-13	-6	0%	0%	-42*
COc1ccc(N2CCN(C(=O)c3cccc(NC(=O)c4nsc5ccccc45)c3)CC2)cc1	0	1.3%	-1	4%	-2	0	-10%	-1%	-2
Cc1ccnc(NS(=O)(=O)c2ccc(NC(=O)CC(C)c3ccccc3)cc2)n1 (configuration not stated)	-3	1.0%	27	10%	-2	-2	-1%	-5%	-14
Cc1cccc(CCNC(=O)C2CCN(S(=O)(=O)c3cccc4cccnc34)CC2)c1	-1	0.6%	7	-9%	-5	6	-6%	4%	-5
Cc1ccc(NC(=O)CSCC(=O)N2CCN(C(=O)c3ccco3)CC2)cc1	-1	-0.3%	-3	-5%	-3	5	-4%	-3%	-1
CCN(CC)CC(=O)c1c[nH]c2ccc(C)cc12	12	0.4%	1	2%	-2	12	-6%	-1%	3
Cn1c(=O)n(C)c2cc(NS(=O)(=O)c3ccc(Cl)s3)ccc21	4	2.1%	6	-3%	7	-5	4%	1%	-22

Assay outcomes (PubChem)

A portion of the library (hit frequency here may not be typical).
